High-throughput results deposited in PubChem by The Scripps Research Institute Molecular Screening Center.
TAAR1 agonist: human TAAR1 agonists, primary screen, Fluo-8 calcium fluorescence, CHO RD-HGA16 cells. vehicle wells 0%, saturating PEA agonist 100%. activation, % at 3 µM. 360,000 tested, 0.99% active. Trace amine-associated receptor 1 (Homo sapiens), Q96RJ0. AID 624467, 2012;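 active = activation above the mean activation of all test compounds in the run plus 3 SD, cut at about 38% in these data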
Target sequence (Q96RJ0 whole entry, looked up): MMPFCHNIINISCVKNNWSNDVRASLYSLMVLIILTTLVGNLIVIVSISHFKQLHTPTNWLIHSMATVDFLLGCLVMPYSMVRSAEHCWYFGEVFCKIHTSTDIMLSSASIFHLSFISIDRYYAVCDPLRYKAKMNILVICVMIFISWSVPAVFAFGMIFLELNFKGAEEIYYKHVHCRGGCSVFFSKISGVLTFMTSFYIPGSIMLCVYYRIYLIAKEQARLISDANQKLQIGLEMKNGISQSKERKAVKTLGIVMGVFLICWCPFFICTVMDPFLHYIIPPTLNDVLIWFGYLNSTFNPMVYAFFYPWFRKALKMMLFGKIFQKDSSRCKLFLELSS
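Assay system: CHO-derived RD-HGA16 cells with stable Gα16 and human TAAR1; timing: 17-24 h seeding, 75 min 37 °C dye, 30 min RT; read-out: % activation from peak over basal fluorescence ratio, DMSO-to-PEA scaled; measured by: kinetic Fluo-8 calcium fluorescence; benchmarks: low control DMSO, high control PEA (EC100); doses: 3 µM single concentration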
M1 antag: human M1 muscarinic receptor antagonists, primary screen, CHO-K1 cells, Fluo-8 calcium fluorescence, 1536-well; 360,000 tested, 1.3% active; CHO-K1 hM1, ACh EC80 antagonist; Muscarinic acetylcholine receptor M1 (Homo sapiens), P11229; inhibition, % at 3 µM;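 active = percent inhibition above its own plate's cutoff, namely the mean of that plate's compound wells plus 3 SD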;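 also: peak over basal fluorescence ratio during 140 s after agonist addition; 0% = ACh EC80 plus DMSO and 100% = DMSO alone without agonist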
M1 PAM: human M1 muscarinic receptor positive allosteric modulators, primary screen, CHO-K1 cells, Fluo-8 calcium fluorescence, 1536-well; Muscarinic acetylcholine receptor M1 (Homo sapiens), P11229; CHO-K1 hM1, ACh EC20; 0% = ACh EC20, 100% = maximal ACh; activation, % at 3 µM; 360,000 tested, 0.088% active; AID 588819, 2011; in the data active = activation above about 19%, passing the limit was not always enough
CHRM5 antagonist: human M5 muscarinic receptor antagonists, primary screen, CHO cells, Fluo-8 calcium fluorescence; Muscarinic acetylcholine receptor M5 (Homo sapiens), P08912; CHO-hM5 cells, ACh EC80; inhibition, % at 3 µM; 360,000 tested, 0.59% active;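 active = inhibition above a per-plate cutoff, the mean of that plate's test compounds plus 3 SD, cut at about 27% in these data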;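 also: 0% = acetylcholine EC80 with DMSO and 100% = DMSO without agonist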
CHRM5 agonist: human M5 muscarinic receptor agonists, primary screen, CHO-K1 cells, Fluo-8 calcium fluorescence; CHO-K1 hM5 cells; 0% DMSO wells, 100% maximal acetylcholine response; activation, % at 3 µM; 360,000 tested, 0.19% active;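 active = activation above the run's mean over test compounds plus 3 SD, cut at about 23% in these data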;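 also: signal is peak over basal fluorescence ratio across the kinetic read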
CHRM1 agonist: human M1 muscarinic receptor agonists, primary screen, Fluo-8 calcium fluorescence, CHO-K1 cells, HTS. Muscarinic acetylcholine receptor M1 (Homo sapiens), P11229. CHO-K1 hM1, agonist mode; 0% DMSO, 100% acetylcholine EC100. activation, % at 3 µM. 360,000 tested, 0.33% active. AID 588814, 2011;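 active = activation above the run's mean compound activation plus 3 SD, cut at about 16% in these data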;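 also: peak over basal fluorescence ratio within a 140 s kinetic read after compound addition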
CHRM5 PAM: human M5 muscarinic receptor positive allosteric modulators, primary screen, CHO-K1 cells, Fluo-8 calcium fluorescence | CHO-K1 hM5, ACh EC20 PAM; 0% = ACh EC20, 100% = ACh EC100 | activation, % at 3 µM | 360,000 tested, 0.3% active | AID 624038, 2012;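 active = activation above the run cutoff, the mean activation of all test compounds plus 3 SD, cut at about 18% in these data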
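system = human M5 receptor in CHO-K1 cells | reagent = EC20 acetylcholine as agonist stimulus | compound dosing = single-point, 3 µM nominal | incubation = Fluo-8 loading 80 min at 37 °C plus 30 min room temperature | detection = Fluo-8 calcium dye fluorescence, kinetic read | benchmarks = low control EC20 acetylcholine (0%), high control EC100 acetylcholine (100%)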
M4 ag: human M4 muscarinic receptor agonists, primary screen, CHO-K1 cells, Fluo-8 calcium fluorescence; AID 624127, 2012; CHO-K1 hM4/Gqi5; vehicle 0%, full acetylcholine response 100%; 360,000 tested, 0.14% active; activation, % at 3 µM; Muscarinic acetylcholine receptor M4 (Homo sapiens), P08173;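 active = activation above the run mean over all test wells plus 3 SD, cut at about 32% in these data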;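 also: peak over basal fluorescence ratio per well then scaled between controls; 0% = DMSO wells and 100% = acetylcholine at EC100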
Target sequence (P08173 whole entry, looked up): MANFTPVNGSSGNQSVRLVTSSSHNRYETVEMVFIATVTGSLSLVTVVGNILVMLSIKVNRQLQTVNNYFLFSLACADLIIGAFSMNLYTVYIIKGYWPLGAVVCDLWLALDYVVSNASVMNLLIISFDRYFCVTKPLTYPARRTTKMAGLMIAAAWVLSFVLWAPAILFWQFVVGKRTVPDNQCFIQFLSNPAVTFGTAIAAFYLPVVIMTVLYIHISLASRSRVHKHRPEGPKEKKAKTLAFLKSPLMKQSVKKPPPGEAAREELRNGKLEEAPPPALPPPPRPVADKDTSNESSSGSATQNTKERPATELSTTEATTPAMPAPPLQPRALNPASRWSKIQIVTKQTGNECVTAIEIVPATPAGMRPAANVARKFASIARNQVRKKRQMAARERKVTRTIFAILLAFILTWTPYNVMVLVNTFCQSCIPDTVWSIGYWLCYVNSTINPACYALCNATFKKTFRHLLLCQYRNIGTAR
CHRM4 antagonist: human M4 muscarinic receptor antagonists, primary screen, CHO cells, Fluo-8 calcium fluorescence | inhibition, % at 3 µM | 360,000 tested, 0.73% active | Muscarinic acetylcholine receptor M4 (Homo sapiens), P08173 | CHO-hM4 cells, ACh EC80;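 active = inhibition above its plate's cutoff, the mean inhibition of sample wells plus 3 SD, cut at about 27% in these data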;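 also: 0% = acetylcholine EC80 with DMSO and 100% = DMSO without agonist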
Numbers without * were called inactive. These rows are one share of the data (hit frequency here may not be typical).

Start of the data: the first 4 records, ahead of the listing:
SMILES	TAAR1 agonist	M1 antag	M1 PAM	CHRM5 antagonist	CHRM5 agonist	CHRM1 agonist	CHRM5 PAM	M4 ag	CHRM4 antagonist
C/C(=N\NC(=O)c1cc(C)nc2ccccc12)c1ccccn1	5.6	1.6	0.3	7.5	1.3	-3.7	0.9	0.0	9.8
COc1ccc(NS(=O)(=O)c2cccc3nsnc23)cc1OC	6.5	3.2	-8.3	-0.1	10.0	4.2	-3.0	8.3	3.2
O=C(NCC(c1ccco1)N1CCN(c2ccccc2)CC1)C(=O)NC1CCCC1 (stereo unspecified)	3.1	-15.7	14.9	5.5	2.3	-1.4	-0.6	0.8	-5.8
N#Cc1cc(C(=O)c2cc(Cl)ccc2O)cn(CC2CCCO2)c1=O (stereo unspecified)	11.0	-24.5	13.3	2.3	-1.2	-6.6	-16.3	11.4	-11.9

This part in full, previewed entries included:
SMILES	TAAR1 agonist	M1 antag	M1 PAM	CHRM5 antagonist	CHRM5 agonist	CHRM1 agonist	CHRM5 PAM	M4 ag	CHRM4 antagonist
C/C(=N\NC(=O)c1cc(C)nc2ccccc12)c1ccccn1	5.6	1.6	0.3	7.5	1.3	-3.7	0.9	0.0	9.8
COc1ccc(NS(=O)(=O)c2cccc3nsnc23)cc1OC	6.5	3.2	-8.3	-0.1	10.0	4.2	-3.0	8.3	3.2
O=C(NCC(c1ccco1)N1CCN(c2ccccc2)CC1)C(=O)NC1CCCC1 (stereo unspecified)	3.1	-15.7	14.9	5.5	2.3	-1.4	-0.6	0.8	-5.8
N#Cc1cc(C(=O)c2cc(Cl)ccc2O)cn(CC2CCCO2)c1=O (stereo unspecified)	11.0	-24.5	13.3	2.3	-1.2	-6.6	-16.3	11.4	-11.9
COc1ccc(-c2[nH]ncc2CNCC(C)(C)N2CCOCC2)cc1F	10.0	-1.6	-0.1	3.4	-3.3	-11.9	10.0	1.0	-6.7
O=C(CCl)NC(Cc1c[nH]c2ccc(OCc3ccccc3)cc12)C(=O)O (stereo unspecified)	3.1	-19.4	8.3	-9.7	-3.1	0.3	5.2	1.3	-9.8
CC(C#N)Sc1nnc(-c2ccccc2F)n1C1CC1 (stereo unspecified)	-0.1	-8.3	5.2	3.0	-1.1	-5.5	0.8	0.4	-1.8
CC(=O)Oc1ccc2c(c1)OC(c1ccccc1)CC21CC(C)(C)NC(=S)N1 (stereo unspecified)	12.6	-5.1	5.6	0.5	7.2	1.4	-0.1	1.0	-5.7
COc1cc(/C=C2\C(=O)ON=C2c2ccccc2)cc(Cl)c1O	13.1	-13.2	4.5	4.8	1.1	-2.4	-2.0	5.4	-1.3
COc1ccc(Br)cc1S(=O)(=O)N1CCN=C1C	11.1	-4.6	13.0	-2.3	1.5	-3.2	4.0	0.8	-5.3
COCCC(=O)N1CCC(Oc2ccc(C(=O)N(C)Cc3cc(C)no3)cc2)CC1	2.0	-5.4	6.2	1.7	-4.1	-2.2	-2.0	0.3	2.5
Cc1ccccc1CSc1nc2n(n1)C(c1cccs1)C1=C(CCCC1=O)N2 (stereo unspecified)	19.7	0.6	-4.7	4.7	-9.7	-2.2	-8.0	4.7	7.0
Cc1ccnc2nc(C(=O)OCC(=O)N(CC(C)C)C3CCS(=O)(=O)C3)nn12 (stereo unspecified)	2.1	-5.9	2.6	9.9	2.0	-2.9	3.2	1.8	9.2
c1ccc(CSc2ncnc3ccccc23)cc1	7.9	-2.0	7.5	-5.2	-1.7	-8.4	-0.6	-0.6	-1.3
C=CSc1sc(Cl)c(N2CCOCC2)c1[N+](=O)[O-]	3.1	11.2	-9.4	8.2	-1.2	-5.7	-7.7	-0.3	-8.0
CC(C)(C)OC(=O)C[C@@H]1C/C=C\C[C@@H](CC(=O)N[C@H](CO)Cc2ccccc2)C(=O)NCCOC1=O	4.9	-8.1	3.0	8.9	1.3	-3.0	-2.0	0.4	-6.2
Cc1nnsc1C(=O)N1CCCC(Nc2ccc(F)c(F)c2)C1 (stereo unspecified)	2.4	0.7	2.8	4.3	-1.7	-1.7	-1.9	1.5	-4.1
O=c1cc(O)c(-c2ccccc2)c(Cl)[nH]1	12.0	-6.0	7.5	-0.1	-3.8	-3.5	-4.9	0.0	-2.5
COc1ccc(-c2cn(Cc3ccc(C(N)=O)cc3)c(CCN)n2)cc1	4.2	1.6	-0.6	-4.5	0.2	-5.7	12.5	2.7	-2.3
CC(=O)c1cccc(S(=O)(=O)N2CCCC(c3nc4c(nnn4Cc4cccc(Cl)c4)c(=O)[nH]3)C2)c1 (stereo unspecified)	-1.6	-9.4	11.7	1.2	-3.6	-9.5	-1.5	2.3	-3.1
C=CCn1c(SCC(=O)Nc2nnc(CC)s2)nnc1-c1ccncc1	2.0	3.2	5.4	5.7	-4.0	-5.1	-1.9	0.9	-0.3
Cc1ccc(NS(=O)(=O)c2ccc3c(c2)NC(=O)CCS3)cc1C	5.4	7.8	-2.1	7.4	5.1	2.0	-5.5	13.5	4.8
Nc1c(C(=O)c2ccc(Br)s2)oc2ccccc12	6.6	7.8	-0.2	1.6	-9.2	-0.8	0.2	-0.3	5.9
O=S(=O)(Nc1ncccn1)c1ccc(NC(=S)NCc2ccco2)cc1	2.1	-1.0	9.3	12.7	-2.8	-8.5	-2.0	0.1	4.0
Oc1c(Cl)cc(Cl)cc1C=Nc1cc(C(F)(F)F)ccc1N1CCc2ccccc2C1	-1.0	-5.0	1.5	0.5	-8.3	-9.3	-6.9	2.6	-22.8
CCN1C(=O)C(C)S/C1=N\S(=O)(=O)c1ccc(Cl)s1 (stereo unspecified)	-0.1	-11.1	4.4	-1.3	-1.9	-4.7	-4.0	0.4	-1.4
COc1cccc(Cn2c(-c3cccs3)noc2=O)c1	0.6	1.1	5.9	5.5	-9.5	-7.5	-3.2	0.1	-0.9
CN(C)CC(O)COc1cc2ccccc2cc1C(=O)N1CCCCC1 (stereo unspecified)	1.5	33.3*	-5.9	-3.6	-2.7	10.5	3.9	0.5	-2.1
CC(=O)Nc1cc(NC(C)=O)cc(C(=O)OCC(=O)c2ccc3c(c2)NC(=O)CO3)c1	-0.2	-4.4	-0.6	-0.4	1.9	-1.1	-8.0	-0.5	2.1
O=C1c2cccc3cccc(c23)C(=O)N1CCCc1n[nH]c(=S)n1-c1ccccc1	1.2	31.1*	-8.5	4.0	-0.2	0.5	5.2	2.1	-3.1
Cc1nc(C)c(CC(=O)N/N=C/c2ccc(O)cc2)c(=O)[nH]1	5.0	-7.7	8.4	-2.6	-1.3	-0.3	3.4	2.2	0.8
Cc1cc(Cl)ccc1OCC(=O)N/N=C1\CCCc2ccccc21	7.3	0.2	3.2	-13.0	2.5	-4.1	8.2	0.3	-2.4
CC(N=C(NS(=O)(=O)c1ccc(Cl)cc1)c1ccccc1)C(=O)O (stereo unspecified)	-0.9	-9.2	8.9	3.4	-3.4	-3.1	-8.1	0.3	4.3
O=C(N/N=C/c1cccnc1)c1cccc(NC(=O)c2cccc(Br)c2)c1	14.8	7.9	-5.7	8.8	-1.7	-6.3	-1.7	6.1	7.0
O=C(c1cc2cc(Cl)ccc2[nH]1)N1CCN(c2ccccn2)CC1	2.6	-4.5	4.9	2.5	-6.5	-3.5	-4.4	0.8	-8.5
O=C(/C=C/c1ccc(Cl)c([N+](=O)[O-])c1)Nc1cccnc1	17.3	2.1	3.0	1.7	-3.8	-1.5	-3.9	6.5	5.1
Cc1noc(C)c1CSCC(=O)N(CC(C)C)c1c(N)n(Cc2ccccc2)c(=O)[nH]c1=O	6.4	-7.2	5.2	6.6	0.3	-3.6	-3.5	0.2	-8.7
CCCc1nc(NCc2ccc3c(c2)OCO3)c2nnn(Cc3ccccc3Cl)c2n1	1.9	-0.7	2.4	2.5	-1.2	-2.1	-6.6	0.0	4.3
O=C(NCc1cccs1)c1ccc(CS(=O)Cc2cccc(Cl)c2)o1 (stereo unspecified)	1.0	-3.0	4.0	20.4	-2.4	-6.2	-7.8	3.0	3.2
O=C1/C(=C/c2ccc(O)c(O)c2)Oc2cc(O)ccc21	3.7	2.2	-7.2	11.0	6.1	1.2	-10.2	8.2	3.6
COc1ccc(C(=O)NC2CCCc3c2cnn3-c2ccccc2F)o1 (stereo unspecified)	3.2	1.0	-7.1	1.2	2.9	-3.8	-5.8	7.9	-16.1
CCc1ccc(Oc2cc(C)nc(N)n2)cc1	0.3	-1.8	3.7	2.6	-7.7	-2.0	-7.7	-0.5	4.6
Cc1ccccc1NC(=O)CN1C(=O)COc2ccc(S(=O)(=O)N3CCCC3)cc21	0.6	-10.9	14.5	1.5	-1.5	-3.5	6.0	-0.1	-1.0
CS(=O)(=O)Nc1cccc(C(=O)CC2(O)C(=O)Nc3ccccc32)c1 (stereo unspecified)	-0.4	-5.7	4.0	-2.4	-1.5	-1.6	3.7	1.6	-6.9
Cc1ccc(N2C(=O)C3C4C=CC(CNC(=S)N5CCN(c6ccccn6)CC5)(O4)C3C2=O)cc1 (stereo unspecified)	4.8	-7.6	4.5	3.5	-4.0	-7.7	-0.2	0.8	0.8
O=S(=O)(c1ccccc1Br)N1CCN(c2ncccn2)CC1	4.2	-7.6	4.2	19.5	-6.0	-7.9	-9.9	2.2	4.9
CCc1ccccc1NC(=O)NCc1ccccn1	3.2	-2.5	0.6	4.2	-2.8	-0.8	1.9	0.9	-11.8
Nc1nc(COC(=O)C2CCN(C(=O)c3ccc(Cl)cc3)CC2)nc(Nc2ccccc2)n1	3.1	-3.5	1.3	-0.2	1.9	-3.2	0.7	4.9	5.9
O=C(C1=COCCO1)N1CCN(C(c2ccccc2)c2ccccc2)CC1	18.9	-15.7	7.2	2.2	-9.5	-6.5	9.0	0.2	1.5
CN(C)c1ccc(/C=N/NC(=O)COc2ccccc2)cc1	-0.6	-4.1	5.4	12.1	-2.2	-4.7	-5.5	2.6	1.5
CC(=O)C1=C(O)C(=O)N(C2CCCCC2)C1c1ccccc1 (stereo unspecified)	21.7	-5.8	1.8	3.9	1.0	-2.9	1.9	2.7	0.9
CCC12CCCN3CCC4(C(=C(C(=O)OC)C1)Nc1ccccc14)C32 (stereo unspecified)	4.9	-4.9	6.5	-6.5	-11.3	-1.6	-8.6	-2.0	-3.3
CN(C)c1ncc(S(=O)(=O)c2ccc(Cl)cc2)c(-c2ccccc2)n1	-1.4	11.3	-4.2	1.9	-2.3	-4.5	-1.4	-0.7	-2.5
